From PubChem
RGS4 inhibitor: human RGS4 inhibition. Potency, µM (series often up to 114 µM), inactives show at the top dose activity change, negative = inhibition, usual class: inhibitors. hit rate 0.039% among 390,000. Transcreener GDP fluorescence polarization, RGS4-accelerated GTP hydrolysis; also: % is scaled to controls: 0 for no effect and ±100 for the full control effect; nearly all actives have a fitted effect of over 75% in size; some results filed as inactive show a strong effect at the top dose
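MLSMR compounds (23 nl, pin-transferred) preincubated 10 min at room temperature with a 500nM (2x) first reagent, then RGS4 at 900nM (2x) plus Transcreener GDP mix added; fluorescence polarization (620/688 nm) read before and after 90 min at 30 °C.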
ERG-DNA inh: inhibitors of human ERG Ets domain-DNA interaction | P11308 | fluorescence polarization, His-ERG Ets domain / labelled DNA | Potency, µM (titrated, usually from 76.9 µM), for inactives: at the top dose FP activity, negative = inhibition, usual class: inhibitors | hit rate 0.028% among 370,000 | AID 624246; active = well fitted inhibition curve with a large enough effect in the polarisation, with a control signal flat; inconclusive = small, poorly fitted or top-dose-only effect, or effect the other way, or a change in a side signal; inactive = no such curve, though single readings can be large or run the other way; the % refers to the polarisation;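 also: polarization taken with two DNA probes labelled with fluorescein and Texas red; % of control where 0% means no effect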
Target sequence (P11308 whole entry, looked up, the tested form may be a part): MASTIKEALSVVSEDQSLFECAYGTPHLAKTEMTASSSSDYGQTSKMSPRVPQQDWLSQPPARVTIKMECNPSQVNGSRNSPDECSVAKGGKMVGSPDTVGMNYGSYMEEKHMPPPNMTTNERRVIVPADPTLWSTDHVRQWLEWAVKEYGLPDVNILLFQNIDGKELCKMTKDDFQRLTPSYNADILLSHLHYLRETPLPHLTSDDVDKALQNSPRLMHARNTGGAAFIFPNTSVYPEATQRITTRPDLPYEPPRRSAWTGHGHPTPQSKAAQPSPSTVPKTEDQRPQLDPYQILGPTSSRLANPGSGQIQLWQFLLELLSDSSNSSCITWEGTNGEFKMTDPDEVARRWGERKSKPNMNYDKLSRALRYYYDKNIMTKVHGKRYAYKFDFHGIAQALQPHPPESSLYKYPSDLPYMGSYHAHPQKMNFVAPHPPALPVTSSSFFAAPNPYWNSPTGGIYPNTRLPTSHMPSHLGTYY
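His-tagged ERG Ets domain (1 uM in the protein solution; 300mM KCl, 50mM Tris-HCl, 1mM EDTA, 1mM DTT, pH 7.5) received compound, then a probe mix of 5 nM fluorescein-DNA and 100nM Texas-615-DNA. Fluorescence polarization was read for both dyes.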
GLS inhibitor: inhibitors of human glutaminase (GLS); O94925; GLS enzymatic activity, qHTS titration; Potency, µM (series often up to 45.5 µM), inactives show top-dose activity change, negative = inhibition, actives largely listed as inhibitors; hit rate 0.21% among 410,000; AID 624170; also: % is scaled to controls: 0 for no effect and ±100 for the full control effect
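Coupled fluorescence readout: glutamate oxidase/HRP/Amplex Red detect glutamate formed by hKGA from L-glutamine (1 mM solution added). Buffer 45 mM KH2PO4 pH 8.2, 0.02% Tween-20; reads at t0 and 30 min RT.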
JMJD2A Tudor: inhibitors of human JMJD2A Tudor domain. O75164. AlphaScreen JMJD2A-Tudor / H3K4me3 peptide binding. Potency, µM (titrated, usually from 114 µM), for inactives: at the top dose activity change, negative = inhibition, usual class: inhibitors. hit rate 4.4% among 390,000. AID 504339; also: % is scaled to controls: 0 for no effect and ±100 for the full control effect; nearly all actives have a fitted effect of over 50% in size
HP1b binding inh: inhibitors of HP1-beta chromodomain binding to methylated histone tails. P83916. Potency, µM (highest dose often 114 µM), for the others: at the highest dose activity change, negative = inhibition, hits mostly inhibitors. hit rate 0.56% among 390,000. AID 540317. AlphaScreen HP1-beta / biotin-H3K9me3 peptide binding; also: nearly all actives have a fitted effect of over 70% in size; inactives centre near 23
Target sequence (P83916 whole entry, looked up): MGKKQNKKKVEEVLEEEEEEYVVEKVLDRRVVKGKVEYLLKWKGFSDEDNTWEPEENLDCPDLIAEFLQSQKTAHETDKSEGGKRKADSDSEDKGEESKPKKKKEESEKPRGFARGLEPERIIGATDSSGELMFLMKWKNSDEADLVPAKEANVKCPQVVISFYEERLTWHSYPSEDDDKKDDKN
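Compound inhibition of the preformed complex between 50 nM HP1-beta and 50 nM biotinylated H3K9me3 peptide was read by AlphaScreen. Buffer was PBS pH 7.4 with 0.01% Tween-20. Incubations ran 30 min at room temperature, with 10 ug/mL donor/acceptor beads.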
rTrxR1 inhibitor: inhibitors of rat thioredoxin reductase 1. O89049. recombinant rTrxR1, NADPH fluorescence consumption, selenite substrate. Potency, µM (top dose mostly 114 µM), for inactives: at the top dose activity change, negative = inhibition, usual class: inhibitors. hit rate 1% among 390,000; also: % is scaled to controls: 0 for no effect and ±100 for the full control effect; nearly all actives have a fitted effect of over 65% in size
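Rat TrxR1 (90 nM in the dispensed reagent) was pre-reduced with 400 uM NADPH for 5 min at room temperature, then incubated with compound for 15 min. After 400 uM selenite was added, NADPH fluorescence (Ex 340/Em 450 nm) was followed for 8 min.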
PGK inhibitor: T. brucei PGK inhibition; P07378; PGK/GAPDH coupled, Kinase-Glo luminescence, 60 min; Potency, µM (top dose mostly 57.5 µM), for the others: top-dose activity change, negative = inhibition, most hits filed as inhibitors; hit rate 0.043% among 380,000; AID 602233; also: % is scaled to controls: 0 for no effect and ±100 for the full control effect; nearly all actives have a fitted effect of over 60% in size
Target sequence (P07378 whole entry, looked up): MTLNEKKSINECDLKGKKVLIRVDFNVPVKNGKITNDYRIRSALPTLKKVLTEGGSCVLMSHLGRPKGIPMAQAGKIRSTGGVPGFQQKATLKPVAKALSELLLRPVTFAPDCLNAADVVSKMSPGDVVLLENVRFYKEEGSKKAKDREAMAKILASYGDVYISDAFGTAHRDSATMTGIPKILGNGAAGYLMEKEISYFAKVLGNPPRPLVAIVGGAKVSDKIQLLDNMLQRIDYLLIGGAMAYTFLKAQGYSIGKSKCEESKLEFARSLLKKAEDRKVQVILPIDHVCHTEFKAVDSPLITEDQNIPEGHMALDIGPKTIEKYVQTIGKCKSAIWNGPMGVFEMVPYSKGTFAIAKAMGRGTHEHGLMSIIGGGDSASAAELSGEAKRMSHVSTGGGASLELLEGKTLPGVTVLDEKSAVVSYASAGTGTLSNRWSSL
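Luminescent ATP detection (Kinase-Glo Plus) follows a 60-minute room-temperature incubation, with wells lacking PGK as controls. Buffer: 100 mM TEA (pH 7.6), 5 mM MgCl2, 0.01% Tween-20. Coupling enzyme GAPDH (100 nM final) supplies unstable 1,3-BPG in-well.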
Pin1 inhibitor: human Pin1 inhibition; Pin1 FP peptide displacement, HiFluor488, 10 min; Potency, µM (series often up to 115 µM), without a hit: top-dose activity, negative = inhibition, actives largely listed as inhibitors; hit rate 0.009% among 390,000; AID 504891; active = well fitted inhibition curve with a large enough effect in the polarisation, with a control signal flat, not every such curve was filed as active; inconclusive = small, poorly fitted or top-dose-only effect, or effect the other way, or a change in a side signal; inactive = no such curve, though single readings can be large or run the other way; the % refers to the polarisation; also: % is scaled to controls: 0 for no effect and ±100 for the full control effect
12-LOX inh: inhibitors of human 12S-lipoxygenase ALOX12. purified 12hLO, xylenol orange hydroperoxide absorbance. Potency, µM (titrated, usually from 108 µM), inactives show at the top dose activity change, negative = inhibition, most hits filed as inhibitors. hit rate 1.1% among 580,000. P18054; also: % is scaled to controls: 0 for no effect and ±100 for the full control effect
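Purified human 12hLO (150 nM final) in 25 mM Hepes, 0.01% Triton X-100, pH 7.0 was preincubated 15 min at room temperature with compound. Then 40 uM arachidonic acid was added, 30 min. Hydroperoxide was read by Fe-XO absorbance ratio 573/405 nm.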
* marks the source's active call; other numbers are inactive results; [ ] = another dose, or the depositor's remark. Unless noted, calls follow the shape of the dose curve; as a rule, active = well fitted curve in the direction sought with a large enough effect; inconclusive = small, poorly fitted or top-dose-only effect, or another doubt; inactive = no such curve, though single readings can be large; an effect the other way counts as inactive or inconclusive. Potency is read from the fitted curve at half-maximal effect.

`CCC1CCCCN1S(=O)(=O)c1ccc(NC(=O)C2CCN(C(=O)c3ccco3)CC2)cc1` (stereo not given) gave RGS4 inhibitor -43.4%, ERG-DNA inh -8.3%, GLS inhibitor -9.5%, JMJD2A Tudor -25.6%, HP1b binding inh 6.2%, rTrxR1 inhibitor -0.7%[57.1 µM], PGK inhibitor inactive, Pin1 inhibitor -4.9% and 12-LOX inh -6.5%.
For O=S(=O)(NCCC1=CCCCC1)c1ccccc1Cl the results were RGS4 inhibitor -5.8%, ERG-DNA inh -3.4%, GLS inhibitor 12.4%, JMJD2A Tudor 37.8%[activator], HP1b binding inh 73.8%[activator], rTrxR1 inhibitor 24.8%, PGK inhibitor -9.8%, Pin1 inhibitor -2.8% and 12-LOX inh 23.6%.
CC1(C)NC(=O)N(CC(O)CN2CCOCC2)C1=O (stereo not given) was read as RGS4 inhibitor 79.7%[activator], ERG-DNA inh 6.3%, GLS inhibitor -14.2%, JMJD2A Tudor -9.0%, HP1b binding inh 12.1%, rTrxR1 inhibitor 13.4%, PGK inhibitor -4.7%, Pin1 inhibitor -1.5% and 12-LOX inh -8.7%.
`CC1CC(C(F)(F)F)n2ncc(C(=O)O)c2N1` (stereo not given) gave RGS4 inhibitor 8.3%, ERG-DNA inh 4.8%, GLS inhibitor 9.8%, JMJD2A Tudor -9.9%, HP1b binding inh 14.6%, rTrxR1 inhibitor 19.9%[57.1 µM], PGK inhibitor -0.1%, Pin1 inhibitor 0.2% and 12-LOX inh 37.9%[activator].
For CCC1C(C#N)=C(N)OC2=C1C(=O)CC(C)(C)C2 (stereo not given) the results were RGS4 inhibitor 18.8%, ERG-DNA inh -10.2%, GLS inhibitor -5.4%, JMJD2A Tudor -8.2%, HP1b binding inh 36.7%, rTrxR1 inhibitor -13.7%, PGK inhibitor -7.4%, Pin1 inhibitor -15.5% and 12-LOX inh 9.9%.
Screening O=C(CCN1C(=O)/C(=C/c2ccc(Cl)cc2)SC1=S)Nc1ccc(C(=O)O)cc1 returned RGS4 inhibitor -16.3%, ERG-DNA inh 13.9%, GLS inhibitor 1.3%, JMJD2A Tudor inconclusive, HP1b binding inh 70.8µM*, rTrxR1 inhibitor -17.8%[57.1 µM], PGK inhibitor -4.0%, Pin1 inhibitor 5.1% and 12-LOX inh -19.8%.
`COc1ccc(/C=C2/SC(=O)N(CCNC(=O)C3CCCN3C(=O)c3cccs3)C2=O)cc1` (stereo not given) gave RGS4 inhibitor -26.5%, ERG-DNA inh -1.1%, GLS inhibitor 11.9%, JMJD2A Tudor -17.0%, HP1b binding inh 9.0%, rTrxR1 inhibitor 1.7%[57.1 µM], PGK inhibitor 7.6%, Pin1 inhibitor 8.5% and 12-LOX inh -5.3%.
`O=[N+]([O-])c1ccccc1/C=N/Nc1nc(N2CCCC2)nc(N2CCCC2)n1` gave RGS4 inhibitor -42.9%, ERG-DNA inh -10.9%, GLS inhibitor -4.4%, JMJD2A Tudor -33.3%, HP1b binding inh 6.6%, rTrxR1 inhibitor 6.6%[57.1 µM], PGK inhibitor -4.7%, Pin1 inhibitor 8.2% and 12-LOX inh -0.7%.
CCCC(NC(=O)Cc1c(C)c2cc3c(C)c(C)oc3c(C)c2oc1=O)C(=O)N[C@@H](Cc1ccccc1)C(=O)O (stereo not given in full) was read as RGS4 inhibitor -16.1%, ERG-DNA inh 7.5%, GLS inhibitor 1.5%, JMJD2A Tudor 56.2µM*, HP1b binding inh inconclusive, rTrxR1 inhibitor 5.4%[57.1 µM], PGK inhibitor -13.4%, Pin1 inhibitor 8.2% and 12-LOX inh -11.3%.
Oc1ccc(/C=N/NC(=S)NCCN2CCOCC2)c(O)c1 was read as RGS4 inhibitor -6.8%[56.9 µM], ERG-DNA inh 2.3%, GLS inhibitor 24.1%, JMJD2A Tudor 56.2µM*, HP1b binding inh 7.8%, rTrxR1 inhibitor -15.1%, PGK inhibitor -8.2%, Pin1 inhibitor 0.5% and 12-LOX inh -16.2%.
`O=C(Nc1nnc(-c2ccc(F)cc2)o1)c1ccco1` gave RGS4 inhibitor 4.7%, ERG-DNA inh -3.9%, GLS inhibitor -4.8%, JMJD2A Tudor 79.4µM*, HP1b binding inh 47.0%[activator], rTrxR1 inhibitor 12.2%, PGK inhibitor -6.7%, Pin1 inhibitor -9.4% and 12-LOX inh 8.1%.
NC(=S)NC1CCS(=O)(=O)C1 (stereo not given) was read as RGS4 inhibitor -12.6%, ERG-DNA inh -14.2%, GLS inhibitor -3.5%, JMJD2A Tudor 10.0%, HP1b binding inh 38.7%, rTrxR1 inhibitor 14.9%[57.1 µM], PGK inhibitor -5.0%, Pin1 inhibitor 1.3% and 12-LOX inh 4.8%.
For O=C(Nc1cccnc1)c1ccc(-c2ccccc2)cc1 the results were RGS4 inhibitor -41.3%, ERG-DNA inh 4.1%, GLS inhibitor 6.9%, JMJD2A Tudor -19.0%, HP1b binding inh 36.3%, rTrxR1 inhibitor 27.0%, Pin1 inhibitor 3.8% and 12-LOX inh -7.5%.
Screening CC(=O)N1N=C(c2ccc(C)cc2)OC1c1cccnc1 (stereo not given) returned RGS4 inhibitor -21.5%, ERG-DNA inh 21.2%, GLS inhibitor -9.2%, JMJD2A Tudor 0.7%, HP1b binding inh 35.0%, rTrxR1 inhibitor 13.1%[57.1 µM], PGK inhibitor -3.8%, Pin1 inhibitor -2.7% and 12-LOX inh -0.1%.
CN1C(=O)N(C)C2C1N(CN1CCCCC1)C(=O)N2CN1CCCCC1 (stereo not given) was read as RGS4 inhibitor 12.0%, ERG-DNA inh -1.7%, GLS inhibitor 9.3%, JMJD2A Tudor 5.0%, HP1b binding inh 26.6%, rTrxR1 inhibitor -14.7%, PGK inhibitor 2.9%, Pin1 inhibitor -4.1% and 12-LOX inh 16.7%.
Screening CCn1c(SCc2nc3cc(OC)c(OC)cc3c(=O)[nH]2)nnc1-c1ccncc1 returned RGS4 inhibitor 8.7%, ERG-DNA inh -0.8%, GLS inhibitor -3.7%, JMJD2A Tudor -10.4%, HP1b binding inh 7.7%, rTrxR1 inhibitor 12.4%, Pin1 inhibitor 11.9% and 12-LOX inh 4.0%.
CC(=O)C1=C(O)C(=O)N(CCO)C1c1ccccc1 (stereo not given) was read as RGS4 inhibitor 26.1%, ERG-DNA inh -9.8%, GLS inhibitor -1.9%, JMJD2A Tudor -17.3%, HP1b binding inh 16.7%, rTrxR1 inhibitor -6.1%, PGK inhibitor 1.9%, Pin1 inhibitor -0.6% and 12-LOX inh -15.6%.
Screening Cn1c(SCc2ccc(Br)cc2)nc2ccccc2c1=O returned RGS4 inhibitor 3.2%, ERG-DNA inh 6.0%, GLS inhibitor 2.8%, JMJD2A Tudor 59.0%[activator], HP1b binding inh 127.6%[activator], rTrxR1 inhibitor 9.6%[57.1 µM], PGK inhibitor -2.2%, Pin1 inhibitor 2.2% and 12-LOX inh -9.8%.
Screening COc1ccc(C(CNS(=O)(=O)c2ccc(C)cc2)N2CCN(C)CC2)cc1 (stereo not given) returned RGS4 inhibitor -21.3%, ERG-DNA inh 0.9%, GLS inhibitor -5.1%, JMJD2A Tudor -3.4%, HP1b binding inh 26.1%, rTrxR1 inhibitor 18.3%, PGK inhibitor -2.9%, Pin1 inhibitor -0.5% and 12-LOX inh inconclusive.
Screening O=C(CN1CCCCC1)Nc1cccc(-n2cnnn2)c1 returned RGS4 inhibitor -8.0%, ERG-DNA inh -3.3%, GLS inhibitor 0.0%, JMJD2A Tudor 0.7%, HP1b binding inh 27.1%, rTrxR1 inhibitor 12.2%, PGK inhibitor -6.2%, Pin1 inhibitor -2.1% and 12-LOX inh -6.9%.
`CCN1C(=O)c2ccccc2Sc2ccc(C(=O)NCCCN3CCOCC3)cc21` gave RGS4 inhibitor -21.4%, ERG-DNA inh -4.0%, GLS inhibitor 3.4%, JMJD2A Tudor -13.0%, HP1b binding inh 12.2%, rTrxR1 inhibitor 13.9%[57.1 µM], PGK inhibitor -0.1%, Pin1 inhibitor -14.0% and 12-LOX inh 4.0%.
For O=C(Nc1cccnc1)c1cc(-c2cc(Cl)ccc2O)n[nH]1 the results were RGS4 inhibitor -9.3%, ERG-DNA inh 12.2%, GLS inhibitor -8.1%, JMJD2A Tudor -8.6%, HP1b binding inh 18.8%[57 µM], rTrxR1 inhibitor 10.5%, PGK inhibitor -3.6%, Pin1 inhibitor 40.1%[activator] and 12-LOX inh 5.8%.
Screening COc1ccc(N2CCN(C(CNC(=O)C(=O)NCc3ccc(C)cc3)c3cccnc3)CC2)cc1 (stereo not given) returned RGS4 inhibitor -5.0%, ERG-DNA inh -6.3%, GLS inhibitor 8.3%, JMJD2A Tudor 4.9%, HP1b binding inh 30.1%, rTrxR1 inhibitor 5.9%, PGK inhibitor -5.7%, Pin1 inhibitor 0.4% and 12-LOX inh 4.4%.
Screening COCc1ccc([C@@H]2C[C@H]3CN(Cc4ccccc4C)C(=O)[C@]34CCCN24)o1 returned RGS4 inhibitor 0.4%, ERG-DNA inh -3.6%, GLS inhibitor -3.8%, JMJD2A Tudor -22.8%, HP1b binding inh 23.5%, rTrxR1 inhibitor 4.2%, PGK inhibitor -8.4%, Pin1 inhibitor 3.2% and 12-LOX inh 1.5%.
`O=C(CN1CCOCC1)Nc1ccc(Br)cn1` gave RGS4 inhibitor 18.3%, GLS inhibitor -0.5%, JMJD2A Tudor -7.4%, HP1b binding inh 17.9%, rTrxR1 inhibitor 17.7%, Pin1 inhibitor 3.8% and 12-LOX inh 12.7%.

These rows are one share of the data (hit frequency here may not be typical).
